PMI activator = activators of human PMI, primary screen, biochemical, fluorescence intensity, near-Km mannose 6-phosphate | AID 1214, 2008 | 190,000 compounds, 0.005% hits | Mannose-6-phosphate isomerase (Homo sapiens), P34949 | activation factor at 20 µM | purified human PMI, coupled resazurin fluorescence, 20 min; hits give high values; 1 = vehicle control, 0 substrate-free wells;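 active = activation factor of 2 or more at 20 µM, relative to plate controls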
Target sequence (P34949 whole entry, looked up): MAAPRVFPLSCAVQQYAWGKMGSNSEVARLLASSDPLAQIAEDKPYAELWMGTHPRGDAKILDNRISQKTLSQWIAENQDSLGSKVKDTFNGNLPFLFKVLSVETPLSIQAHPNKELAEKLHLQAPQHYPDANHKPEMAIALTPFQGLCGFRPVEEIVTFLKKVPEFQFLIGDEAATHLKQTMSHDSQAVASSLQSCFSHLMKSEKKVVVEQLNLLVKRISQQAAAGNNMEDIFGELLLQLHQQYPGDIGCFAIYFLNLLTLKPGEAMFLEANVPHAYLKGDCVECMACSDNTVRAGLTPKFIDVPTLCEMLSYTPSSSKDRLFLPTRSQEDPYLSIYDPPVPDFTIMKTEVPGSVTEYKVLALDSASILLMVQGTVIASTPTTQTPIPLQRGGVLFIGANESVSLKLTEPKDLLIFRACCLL
bIAP act = bovine intestinal alkaline phosphatase activators, primary screen, biochemical, bovine IAP, CDP-star luminescence | alkaline phosphatase, intestinal [Bos taurus] | purified bovine IAP, 30 min; hits give high values; fold of DMSO-control signal, blank-subtracted | activation factor at 20 µM | 200,000 compounds, 0.17% hits | AID 1016, 2008;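 active = activation factor of 2 or more at 20 µM, a signal rise over negative controls twice the positive control's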
TNAP inh noacc = human TNAP enzyme inhibitors, primary screen, biochemical, luminescent, no phosphate acceptor, uHTS; purified TNAP, CDP-star luminescence, 30 min; 200,000 compounds, 0.26% hits; AID 1012, 2008; inhibition, % at 20 µM;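 active = tissue-nonspecific alkaline phosphatase inhibition above about 50% at 20 µM in the single-dose screen, limit read from the data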;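 also: 0% = DMSO negative control and 100% = EDTA positive control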
Diaphorase act = compounds boosting diaphorase resazurin reduction – biochemical, uHTS, resorufin fluorescence, counter-screen for diaphorase-coupled primary assays, primary screen | Diaphorase/resazurin coupled assay, 16 min; hits give high values; 1 = vehicle wells, 0 = NADH-free wells | activation factor at 20 µM | 190,000 compounds, 0.005% hits | AID 1229, 2008;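 active = diaphorase activity raised at least twofold by the compound at 20 µM; inactive = activation factor below 2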
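Material: bacterial diaphorase enzyme (C. kluyveri); amount: enzyme 0.07 U/mL final; reagent: NADH substrate 0.114 mM plus resazurin dye 0.1 mM, final; doses: single compound dose of 20 µM, 1% DMSO final; timing: 16 min enzyme reaction, ambient temperature; measured by: fluorescence of resorufin, 544 nm excitation, 590 nm emission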
TNAP inh hi DEA = human TNAP enzyme inhibitors, primary screen, biochemical, luminescent, high phosphate acceptor level, uHTS; inhibition, % at 20 µM; AID 1135, 2008; purified TNAP, CDP-star luminescence, 1 M DEA; 200,000 compounds, 0.03% hits;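 active = over 50% inhibition of tissue-nonspecific alkaline phosphatase at 20 µM in the single-dose screen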;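 also: plate controls were DMSO wells for no effect and EDTA-quenched wells as full inhibition for full effect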
PMI act hi M6P = human PMI activators, high substrate, primary screen, biochemical, fluorescence intensity, near-saturating mannose 6-phosphate; Mannose-6-phosphate isomerase (Homo sapiens), P34949; coupled PMI enzyme assay, resazurin fluorescence, 20 min; hits give high values; 1 = untreated enzyme, 0 = substrate-free blank; activation factor at 20 µM; 190,000 compounds, 0.34% hits;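 active = activation factor of 2 or more at 20 µM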
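Test system: human phosphomannose isomerase with PGI, G6PDH, diaphorase coupling enzymes; Amount: PMI at 15 ng/mL final; Reagent: Mannose-6-phosphate 1.0 mM (near-saturating) plus 0.22 mM NADP+; Timing: 20 min, room temperature; Technique: resorufin fluorescence at Ex 544/Em 590 nm; Dosing: 20 µM single dose.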
bIAP inhibitor = bovine intestinal alkaline phosphatase inhibitors, primary screen, selectivity assay for TNAP inhibitor project, biochemical, bovine IAP, CDP-star luminescence | inhibition, % at 20 µM | purified bovine IAP, 30 min | AID 1019, 2008 | 190,000 tested, under 10 active;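 active = over 50% inhibition of intestinal alkaline phosphatase at 20 µM in the single-dose screen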
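Assay system: bovine IAP enzyme; medium: DEA buffer 100 mM, pH 9.8, with MgCl2 1.0 mM, ZnCl2 0.02 mM; doses: 20 µM single dose; incubation: enzyme reaction for 30 min at room temperature; detection: CDP-star luminescence signal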
TNAP act hiacc = TNAP activators at high phosphate acceptor level, primary screen, biochemical, luminescence, uHTS | Alkaline phosphatase, tissue-nonspecific isozyme (Homo sapiens), P05186 | purified TNAP, CDP-star luminescence, 1 M DEA, 30 min; hits give high values; 0 = EDTA background, 1 = DMSO-only activity | activation factor at 20 µM | 200,000 tested, under 10 active | AID 1136, 2008;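 active = activation factor at least 2 at 20 µM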
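Control set: EDTA negative control, DMSO positive control / Assay system: human TNAP / Quantity: TNAP 1/800 final / Evaluation: TNAP activation factor scaled between EDTA and DMSO control wells / Measured by: luminescent substrate turnover signal / Compound dosing: one dose, 20 µM / Times: 30 min enzyme reaction at room temperature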
L major viab = Leishmania major promastigote growth inhibition, primary screen; Leishmania major promastigotes, resazurin fluorescence viability; inhibition, % at 10 µM; 200,000 compounds, 9% hits; in the data active = inhibition above about 50%;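 also: promastigotes grown with compound for 44 hours at 28 °C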
Diaph inh CS = diaphorase inhibitors and chemical oxidizers, primary screen, counter-screen for diaphorase-coupled primary assays, biochemical, uHTS, resorufin fluorescence | 190,000 compounds, 0.69% hits | AID 1217, 2008 | diaphorase resazurin-to-resorufin fluorescence, NADH, 16 min; bacterial (C. kluyveri) enzyme, not human | inhibition, % at 20 µM;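 active = primary screen inhibition at 20 µM above a set limit, cut at about 50% in these data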;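 also: plate controls were DMSO with full reaction for no effect and wells lacking NADH for full effect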
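Assay system – diaphorase enzyme from Clostridium kluyveri · Amount – diaphorase 0.14 U/mL (working solution) · Times – reaction incubation of 16 min at room temperature · Controls – No-NADH positive control and DMSO neutral control · Signal – resorufin fluorescence 544/590 nm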
The depositor's hits bear a star; / = not tested or not shown.

SMILES	PMI activator	bIAP act	TNAP inh noacc	Diaphorase act	TNAP inh hi DEA	PMI act hi M6P	bIAP inhibitor	TNAP act hiacc	L major viab	Diaph inh CS
N#CC1=C(N)Oc2n[nH]c(-c3ccc(F)cc3)c2C1c1cccnc1 (stereo unspecified)	1.1	1.1	22	0.9	0	1.1	-8	1	3	8
Cc1ccc(-n2c(C)nnc2SCC(=O)N2CCc3ccccc3C2)cc1	1	1	-23	0.9	-2	1.1	4	1	-6	6
Cc1c(-c2ccnc3cc(C(=O)O)nn23)cnn1C	1.1	1.1	-14	1	-6	1	-5	1.1	-7	0
COc1cccc2c(SCC(=O)N/N=C/c3ccccc3)cc(C)nc12	0.9	0.8	-10	0.9	-3	0.9	17	1	27	12
CC(C)OC(=O)CC1C(=O)NCCN1C(=S)NC(=O)c1ccc(F)cc1 (stereo unspecified)	0.8	0.8	-4	0.7	-7	0.9	16	1.1	-3	25
O=C(OCCN1CCCCC1)c1ccccc1Cl	1.1	1	-9	1.1	-3	1.1	-3	1	1	-5
CCC(=O)c1cn(CC(=O)NCc2ccco2)c2ccccc12	1	1	-6	1.1	-10	1.1	3	1.1	3	-9
Cc1ccc2cn[nH]c2c1N	0.9	1.1	0	1	-3	0.4	-5	1	7	0
CCc1ccc(C(=O)CCC2CCCCC2=O)cc1 (stereo unspecified)	0.8	1	-4	0.9	0	0.9	3	1	-2	10
COc1ccc(C(=O)N2CCC(C(=O)O)CC2)cc1	1	0.9	-10	0.8	-5	1.1	5	1	-5	15
CC(=O)c1ccc(NC(=S)N2CCN(CCN3C(=O)c4cccc5cccc(c45)C3=O)CC2)cc1	0.9	1	14	0.9	-1	0.9	2	1	13	8
NCCCNC(=O)c1cc2ccccc2[nH]1	1.1	0.9	-9	0.9	-8	1.1	7	1.1	-5	11
COc1cc(NC(=S)NCc2ccco2)cc(OC)c1OC	0.7	0.8	-23	0.9	-6	0.8	18	1.1	-1	15
CCOC(=O)c1oc2c(O)c(O)ccc2c(=O)c1-c1nncn1-c1ccccc1	0.7	0.9	-5	0.6	2	0.7	13	1	6	39
C=CCOC(=O)C1=C[C@@H](c2cn(C(C)=O)c3ccccc23)C[C@@H](OCCCCO)O1	1	1	-12	0.6	-8	1.1	1	1.1	0	42
COc1ccc(NC(=O)CSc2nc(O)cc(=O)n2-c2ccccc2OC)cc1	0.9	0.9	-11	0.7	-7	0.9	6	1.1	-12	32
CCOc1cc(C(=O)Nc2ccccc2N2CCOCC2)ccc1OCC(=O)N1CCCCC1	1.1	1	-9	1	-2	1.1	-2	1	-3	3
COc1cccc(C(N)CC(=O)O)c1 (stereo unspecified)	1	0.9	-8	0.9	-1	0.9	13	1	/	7
Cc1ccc2[nH]c3c(=S)nc[nH]c3c2c1	1.3	1	-2	0.7	-4	1.6	3	1	-3	31
O=C(NCCC1=CCCCC1)C1COc2ccccc2O1 (stereo unspecified)	0.9	0.9	-11	0.8	-6	0.9	12	1.1	-10	16
COc1ccc(S(=O)(=O)Cc2ccc(C(=O)NCc3cccnc3)o2)cc1	1	0.9	-10	0.9	-5	1	6	1.1	-6	6
CC(C)c1ccc(N=C2NN=C(c3cccs3)CS2)cc1	0.9	1	-2	1.1	3	1	-4	1	9	-11
CC(=O)c1c(C)[nH]c(C(=O)Nc2ccc3c(c2)OCCO3)c1C	1	0.9	-15	1	-6	0.9	10	1.1	-2	-4
CCC(=O)Nc1ccc(C(=O)Nc2ccc3c(c2)C(=O)N(CC2CCCO2)C3=O)cc1 (stereo unspecified)	0.9	1	-10	0.8	-7	0.9	2	1.1	-2	20
CCc1nnc(NC(=O)C2CCCN2S(=O)(=O)c2ccc(F)cc2)s1 (stereo unspecified)	1	0.9	-5	1	2	1	7	1	-1	3

7 entries from above, arranged by heavy-atom count, low to high:
SMILES	PMI activator	bIAP act	TNAP inh noacc	Diaphorase act	TNAP inh hi DEA	PMI act hi M6P	bIAP inhibitor	TNAP act hiacc	L major viab	Diaph inh CS
Cc1ccc2[nH]c3c(=S)nc[nH]c3c2c1	1.3	1	-2	0.7	-4	1.6	3	1	-3	31
NCCCNC(=O)c1cc2ccccc2[nH]1	1.1	0.9	-9	0.9	-8	1.1	7	1.1	-5	11
Cc1c(-c2ccnc3cc(C(=O)O)nn23)cnn1C	1.1	1.1	-14	1	-6	1	-5	1.1	-7	0
COc1cc(NC(=S)NCc2ccco2)cc(OC)c1OC	0.7	0.8	-23	0.9	-6	0.8	18	1.1	-1	15
N#CC1=C(N)Oc2n[nH]c(-c3ccc(F)cc3)c2C1c1cccnc1 (stereo unspecified)	1.1	1.1	22	0.9	0	1.1	-8	1	3	8
COc1ccc(S(=O)(=O)Cc2ccc(C(=O)NCc3cccnc3)o2)cc1	1	0.9	-10	0.9	-5	1	6	1.1	-6	6
CCC(=O)Nc1ccc(C(=O)Nc2ccc3c(c2)C(=O)N(CC2CCCO2)C3=O)cc1 (stereo unspecified)	0.9	1	-10	0.8	-7	0.9	2	1.1	-2	20

(cont.)
SMILES	PMI activator	bIAP act	TNAP inh noacc	Diaphorase act	TNAP inh hi DEA	PMI act hi M6P	bIAP inhibitor	TNAP act hiacc	L major viab	Diaph inh CS
COc1cc(NC(=O)CCc2ccccc2)nc(OC)n1	1	0.9	-4	0.9	3	1	12	1	0	7
CC1CC2(C)Oc3ccccc3C3OCC1(CO)C(C)C32 (stereo unspecified)	0.9	1	-12	0.9	-6	0.9	5	1.1	3	15
Cc1cccc(N2C(=O)SC(N(C)c3ccccc3)C2=O)c1 (stereo unspecified)	0.8	0.9	-22	0.7	-5	0.9	5	1.1	-4	27
CN1CCN(NC(=O)c2cc(-c3ccccn3)nc3ccccc23)CC1	0.9	1	-7	1.1	0	0.9	-4	1	0	-12
O=C(O)c1ccc(/C=N/N2CCN(Cc3cccc4ccccc34)CC2)cc1	1.2	1	-6	0.9	2	1.2	0	1	-4	5
COc1ccc(C2N(S(=O)(=O)c3ccc(C)cc3)CCN2S(=O)(=O)c2ccc(C)cc2)cc1	1	0.9	-6	0.9	-2	1	10	1	66*	12
CCOc1cc(NC(=S)NC)c(OCC)cc1NC(=O)c1ccco1	0.8	0.9	4	0.8	-2	0.5	10	1	44	17
C=CCNC(=O)c1ccc(C)cc1Cl	1.1	0.9	-16	0.9	-3	1.1	10	1	-8	10
Cc1cc(C)c2c(N=NN3CCOCC3)[nH]nc2n1	1.5	0.9	-3	0.9	-1	1.8	8	1	-11	10

One compound at a time, as listed above. Order of values: PMI activator	bIAP act	TNAP inh noacc	Diaphorase act	TNAP inh hi DEA	PMI act hi M6P	bIAP inhibitor	TNAP act hiacc	L major viab	Diaph inh CS
Shown for C=CCNC(=O)c1ccc(C)cc1Cl = 1.1	0.9	-16	0.9	-3	1.1	10	1	-8	10
Shown for COc1cc(NC(=O)CCc2ccccc2)nc(OC)n1 = 1	0.9	-4	0.9	3	1	12	1	0	7
Shown for Cc1cccc(N2C(=O)SC(N(C)c3ccccc3)C2=O)c1 (stereo unspecified) = 0.8	0.9	-22	0.7	-5	0.9	5	1.1	-4	27
Shown for COc1ccc(C2N(S(=O)(=O)c3ccc(C)cc3)CCN2S(=O)(=O)c2ccc(C)cc2)cc1 = 1	0.9	-6	0.9	-2	1	10	1	66*	12
Shown for CCOc1cc(NC(=S)NC)c(OCC)cc1NC(=O)c1ccco1 = 0.8	0.9	4	0.8	-2	0.5	10	1	44	17

Screening data from PubChem.
